Screening results as filed in PubChem.
Tau FP inhib: qHTS for Inhibitors of Tau Fibril Formation, Fluorescence Polarization; Microtubule-associated protein tau (Homo sapiens), P10636; K18 P301L tau heparin fibrillization, Alexa594 FP, 6 h; Potency, µM (titrated, usually from 57.7 µM), without a hit: top-dose activity, negative = inhibition, actives largely listed as inhibitors; 280,000 tested, 0.39% active; further: on the % scale 0 is the no-effect control and ±100 the full control effect; nearly all actives have a fitted effect of over 55% in size
Target sequence (P10636 561-689 P618L limits assumed): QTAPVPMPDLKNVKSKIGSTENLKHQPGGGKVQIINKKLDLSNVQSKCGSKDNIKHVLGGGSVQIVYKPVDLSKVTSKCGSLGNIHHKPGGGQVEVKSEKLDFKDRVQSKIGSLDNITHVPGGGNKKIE
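Human K18 P301L fragment (15 uM unlabeled plus 0.24 uM Alexa 594-labeled) in 100 mM sodium acetate pH 7 with compound, aggregation induced by 20 uM heparin for 6 hr at 37 C. ThT (30 uM) added for 1 hr, then Alexa 594 FP read.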
RECQ1 inh: qHTS Assay for Inhibitors of RecQ-Like Dna Helicase 1 (RECQ1) | RECQ1 DNA unwinding, red fluorescence kinetic read | ATP-dependent DNA helicase Q1 (Homo sapiens), P46063 | 240,000 tested, 0.54% active | Potency, µM (top dose mostly 57.3 µM), for inactives: top-dose activity, negative = inhibition, hits mostly inhibitors | AID 2549, 2010;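 further: plate controls were vehicle for no effect and no enzyme for full effect; nearly all actives have a fitted effect of over 30% in size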
Target sequence (P46063 whole entry, looked up): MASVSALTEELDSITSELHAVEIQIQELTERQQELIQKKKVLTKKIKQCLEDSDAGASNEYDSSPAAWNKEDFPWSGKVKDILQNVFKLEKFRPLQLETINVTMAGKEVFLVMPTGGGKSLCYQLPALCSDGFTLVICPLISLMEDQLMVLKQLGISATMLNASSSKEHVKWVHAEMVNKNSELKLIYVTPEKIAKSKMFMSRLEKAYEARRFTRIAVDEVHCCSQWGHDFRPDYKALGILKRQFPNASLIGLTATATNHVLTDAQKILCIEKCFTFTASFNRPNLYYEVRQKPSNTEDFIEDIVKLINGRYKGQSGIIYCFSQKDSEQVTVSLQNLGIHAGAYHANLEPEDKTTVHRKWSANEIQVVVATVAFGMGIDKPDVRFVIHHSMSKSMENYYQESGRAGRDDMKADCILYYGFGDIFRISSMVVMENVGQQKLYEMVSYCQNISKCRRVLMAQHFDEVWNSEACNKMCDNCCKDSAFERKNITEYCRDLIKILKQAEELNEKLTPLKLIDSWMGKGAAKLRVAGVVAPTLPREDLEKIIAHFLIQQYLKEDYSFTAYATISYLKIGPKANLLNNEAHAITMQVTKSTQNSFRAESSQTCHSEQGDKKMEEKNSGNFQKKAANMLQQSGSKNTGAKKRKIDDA
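RECQ1T1 50 nM; forked duplex (20 bp + 30-nt ss tails) 200 nM, ATP 2 mM final; pH 8.0, 2 mM MgCl2, 2.5 ug/ml poly(dI-dC); 15 min compound preincubation; discontinuous kinetic read over 2 h at RT.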
HTT cytoprotect: qHTS Multiplex Assay to Identify Dual Action Probes in a Cell Model of Huntington: Cytoprotection (ATP); PC12 HTT-Q103 induced, cytoprotection, ATP luminescence, 40 h; Potency, µM (top dose mostly 56.4 µM), for inactives: cytoprotection (ATP increase), hits mostly activators; 230,000 tested, 0.14% active;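 further: % of control where 0% means no effect; nearly all actives have a fitted effect of over 45% in size; toxic huntingtin expression switched on by the ecdysone agonist tebufenozide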
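PC12 cells stably carrying ecdysone-inducible Htt exon 1 (Q103)–GFP were induced with 100 nM tebufenozide (final) alongside library compounds in a dose series. Cytoprotection was scored as retained ATP by ATPlite luminescence.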
L3MBTL1 inh: qHTS Assay for the Inhibitors of L3MBTL1; Lethal(3)malignant brain tumor-like protein 1 (Homo sapiens), Q9Y468; AlphaScreen L3MBTL1–H3K9me1 peptide binding; Potency, µM (top dose mostly 57.1 µM), for the others: top-dose activity, negative = inhibition, usual class: inhibitors; 230,000 tested, 0.66% active; further: on the % scale 0 is the no-effect control and ±100 the full control effect; nearly all actives have a fitted effect of over 60% in size
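AlphaScreen proximity signal between nickel-chelate acceptor and streptavidin donor beads (final 10 ug/mL) reports binding of 50 nM L3MBTL1 to 75 nM biotin-H3 K9me1 peptide; complex incubated with compounds 30 min at room temperature; cefsulodin titration as control.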
Tau ThT inhib: qHTS for Inhibitors of Tau Fibril Formation, Thioflavin T Binding; recombinant tau K18 P301L, heparin-induced fibrillization, ThT fluorescence; Potency, µM (series often up to 57.4 µM), inactives show top-dose activity, negative = inhibition, most hits filed as inhibitors; 270,000 tested, 2.1% active; further: on the % scale 0 is the no-effect control and ±100 the full control effect; nearly all actives have a fitted effect of over 55% in size
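Tau K18 P301L fragment (15 uM unlabeled plus 0.24 uM Alexa 594-labeled) in 100 mM sodium acetate pH 7 with compound, fibrillization induced by 20 uM heparin for 6 hr at 37 C. Thioflavin T (30 uM) added, fluorescence read after 1 hr (ex 450, em 510 nm).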
TexasRed fluor: Total Fluorescence Counterscreen for Inhibitors of the Interaction of Thyroid Hormone Receptor and Steroid Receptor Coregulator 2. 280,000 tested, 0.29% active. Potency, µM (series often up to 106 µM), inactives show top-dose fluorescence change, negative = quenching. TRb/SRC2 Texas Red total fluorescence interference; active means well fitted curve in either direction with a large enough effect; inconclusive means small, poorly fitted or top-dose-only effect; further: on the % scale 0 is the no-effect control and ±100 the full control effect
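Human TRb ligand-binding domain at 0.6 uM with 20 nM Texas Red SRC2 peptide in Tris buffer containing 1 uM T3 and 5% DMSO, incubated with compound 5 h at ambient temperature. Total fluorescence (555/632 nm) calculated as parallel + 2 × perpendicular.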
Tau fluor counter: Counterscreen qHTS for Inhibitors of Tau Fibril Formation, Fluorescence Polarization. tau K18 P301L (four-repeat tau fragment) Alexa594 fluorescence, heparin fibrillization. AID 1463, 2008. Potency, µM (highest dose often 57.7 µM), without a hit: top-dose activity change, negative = decrease. 280,000 tested, 0.93% active; further: on the % scale 0 is the no-effect control and ±100 the full control effect; nearly all actives have a fitted effect of over 55% in size
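Human K18 P301L tau (15 uM unlabeled plus 0.24 uM Alexa 594-labeled, final) in 100 mM sodium acetate pH 7 was mixed with compound and 20 uM heparin and incubated 6 hr at 37 C.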
TRb SRC2 PPI: qHTS for Inhibitors of the Interaction of Thyroid Hormone Receptor and Steroid Receptor Coregulator 2 | Thyroid hormone receptor beta (Homo sapiens), P10828 | TRbeta-SRC2 peptide binding, fluorescence polarization; receptor liganded with 1 µM T3 | Potency, µM (top dose mostly 106 µM), without a hit: top-dose activity change, negative = inhibition, usual class: inhibitors | 280,000 tested, 0.065% active | AID 1469, 2008;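 further: plate controls were bound peptide for no effect and peptide without receptor for full effect; nearly all actives have a fitted effect of over 50% in size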
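Polarization signal, normalized between peptide-alone and full complex controls, measured compound effects on T3-liganded human TRb LBD (0.6 uM) binding 20 nM Texas Red SRC2 peptide after 5 hr.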
* hit, by the source's call; i = inactive; ? = inconclusive; . = no result given; & = joins results of further samples; [ ] = another dose, or the depositor's remark. Unless noted, the call rests on the fitted dose curve; in most records, active means well fitted curve in the direction sought with a large enough effect; inconclusive means small, poorly fitted or top-dose-only effect, or another doubt; inactive means no such curve, though single readings can be large; an effect the other way counts as inactive or inconclusive. Potency means the concentration at half of the fitted maximal effect.

Molecule | Tau FP inhib | RECQ1 inh | HTT cytoprotect | L3MBTL1 inh | Tau ThT inhib | TexasRed fluor | Tau fluor counter | TRb SRC2 PPI
COC(=O)c1ccc(NS(=O)(=O)c2cc(C)ccc2OC)cc1 | 2% | -13% | 4%[0.074 µM] | -1% | 3% | 2% | -1% | -19%
C=CCSc1cc(C)nc2c(-c3ccccc3)c(C)nn12 | -1% | 3% | 28%[10 µM] | -20% | -9% | -6% | -24% | -5%
O=C(N/N=C\c1ccc(CNS(=O)(=O)c2ccccc2)o1)C(=O)Nc1ccc(F)cc1 | ? | -8% | 9%[10 µM] | 5% | 5% | 6% | 4% | 9%
Cc1ccc(-c2cc(C(=O)NCCc3ccc(S(N)(=O)=O)cc3)c3ccccc3n2)cc1 | -1% | i | -13% | -7% | ? | ? | 12% | ?
CCOc1ccc(OCCCCNCCN)cc1 | 11% | i | -4% | . | -11% | -7% | 1% | -2%
CCN(Cc1ccccc1)C(=O)CSc1ccccc1C(=O)O | -5% | -4% | -17% | 9% | -13% | -2% | -6% | 2%
O=c1cc(-c2ccc(Cl)c(Cl)c2)[nH][nH]1 | ? | -3% | 5% | . | 3.2µM* | -4% | ? | -14%
CCOC(=O)c1c(S(=O)(=O)N2CCCC(C(=O)N3CCN(c4ccc(F)cc4)CC3)C2)c(C)n(C)c1C (configuration not stated) | -5% | . | . | . | -1% | -4% | -7% | -2%
O=C(Nc1nnc(SCc2ccccc2F)s1)c1ccco1 | 2% | -6% | -10%[10 µM] | 4% | -1% | 1% | 2% | -1%
CN(Cc1ccco1)C(=O)Cn1nc(-c2ccc(Cl)cc2)ccc1=O | 8% | -13% | -15% | . | 0% | -2% | -1% | 5%
CCC(CC)NC(=O)CON=C1c2ccccc2-c2ccccc21 | 7% | -4% | -6%[10 µM] | 2% | 5% | 2% | 0% | 8%
Cc1ccc(NC(=O)C2CCC(CNS(=O)(=O)c3ccc4c(c3)CCCC(=O)N4)CC2)cc1F (configuration not stated) | -3% | . | . | . | 4% | 0% | -9% | -1%
CCN1CCN(S(=O)(=O)c2ccc(C)c([N+](=O)[O-])c2)CC1 | 6% | -10% | -2%[10 µM] | 3% | 6% | 3% | 2% | -8%
CCC(Oc1ccccc1)C(=O)Nc1ccc(S(=O)(=O)N2CCOCC2)cc1 (configuration not stated) | 0% | -1% | -2%[10 µM] | 0% | -10% | -2% | -16% | -7%
Cc1nn(CCO)c(C)c1Oc1ccccc1O | 1% | -2% | 7% | -3% | -7% | -6% | 3% | -9%
Cc1ccc(-n2nnnc2SCC(=O)NCCc2ccccc2)cc1C | 5% | . | . | . | -18% | 1% | -27% | -1%
Cc1ccccc1CN1CCN(S(C)(=O)=O)CC1 | -5% | -2% | -4%[10 µM] | -7% | -5% | -2% | -7% | -2%
N#CC1=C2C=Cc3ccccc3N2CCCC1=O | -2% | i | -16% | 2% | -1% | 0% | 4% | 3%
O=C(Cn1ccc([N+](=O)[O-])n1)NCc1cccs1 | 0% | ? | -9% | 1% | -5% | 1% | 0% | 2%
CCOC(=O)c1cc(-c2ccccc2)n(CC(=O)Nc2ccc(OC)c(OC)c2)c1C | 5% | -1% | 25%[10 µM] | -5% | -7% | -4% | -14% | 2%
CC1=CC(C)(C)Nc2ccc(OC(=O)c3ccco3)cc21 | 7% | 0% | -62% | -14% | ? | -2% | -27% | -15%
COC(=O)[C@@]1(Cc2ccc(OC)cc2)[C@H]2c3cc(C(=O)N4CCCC4)n(CCF)c3C[C@H]2CN1C(=O)c1ccccc1 | 3% | -14% | ? | . | -14% | -1% | 1% | 0%
CCOC(=O)N1CCc2c(sc3c2c(=O)n(-c2ccc(F)cc2)c(=O)n3CC(=O)c2ccc(Cl)cc2)C1 | 7% | . | . | . | 6% | 0% | 3% | -2%
O=C(CSc1nc(-c2ccccc2)cc(=O)[nH]1)Nc1ccccn1 | -3% | -16% | 18%[10 µM] | -2% | -2% | 2% | -6% | -27%
COc1ccc(C2C(=O)N(C3CCCCC3)CC(=O)N2C2CCCCC2)cc1 (configuration not stated) | 2%&3% | -6% | 0% | . | -4%&-8% | -2%&-1% | -6%&-3% | -2%&1%
Cc1c(C(=O)OCC(=O)N2CC(=O)Nc3ccccc32)oc2ccc(Br)cc12 | ? | i | -25% | . | -3% | 1% | -22% | -18%
Cc1ccc(NC(=S)NNC(=O)c2ccc(N3CCOCC3)c([N+](=O)[O-])c2)cc1C | ? | 0% | 7%[10 µM] | -12% | ? | -1% | -23% | 0%
CC1=CC(=C(C#N)C#N)C=C(C)N1Cc1ccc(Cl)cc1 | -9% | -14% | -20% | . | -12% | 0% | -20% | -3%
COc1ccc(-n2nnc3c(=O)n(CC(=O)Nc4cc(C)on4)cnc32)cc1 | -3% | i | -6% | -1% | 7% | -1% | 0% | 7%
COc1cccc(N(C(C)=O)c2nc(C)cc(C)c2C#N)c1 | -6% | -14% | -26%[10 µM] | 2% | 1% | 1% | 5% | -20%
Cc1cccc(-n2ncc3c(NCCCO)ncnc32)c1 | -4% | -5% | -87%[inhibitor] | . | -13% | -2% | -9% | -3%
CC(=O)N(C(C)=O)S(=O)(=O)c1ccc(N=NN2CCOCC2)cc1 | 1% | 5% | 6%[10 µM] | -9% | -12% | 0% | -11% | 10%
CCOC(=O)c1cnc2c(C)cccc2c1Nc1ccc(N2CCOCC2)cc1 | ? | 8% | -14%[10 µM] | ? | 22µM* | -3% | ? | 1%
CCCCC/C=C\C=C\C(O)CCCCCCCC(=O)O (configuration not stated) | 2% | -1% | -25% | . | -7% | 0% | -1% | -3%
CCOC(=O)c1ccc(NC(=O)CC2OCCN(CC)C2=O)cc1 (configuration not stated) | 1% | -4% | -25% | -19% | ? | 1% | -11% | -6%
CC(C)(C)c1nnc(NC(=O)c2cccs2)s1 | 1% | -3% | -11%[10 µM] | 4% | -10% | 1% | -14% | -4%
CC(=O)C(=Nc1ccc(Cl)cc1Cl)NNc1cccc(Cl)c1 | 11% | -21% | -7% | . | ? | -1% | ? | -5%
Cc1cccc(Nc2ccccc2C(=O)OCC(=O)N(C)C2CCS(=O)(=O)C2)c1C (configuration not stated) | 2% | -21% | -14% | 12% | ? | 0% | -21% | -7%
O=c1[nH]nc(CNc2ccc(O)cc2)c2ccccc12 | ? | 14µM* | -9% | . | 32µM* | 45µM*[fluorescent] | ? | 28µM*
Cc1ccc(NC(=O)CSc2nnc(-c3cccnc3)n2-c2ccc(C)cc2)cc1 | 11% | -1% | 21%[10 µM] | -15% | 0% | -4% | 3% | 2%
COc1ccc(CCNC(=O)Cc2c(C)c3cc4c(C)coc4c(C)c3oc2=O)cc1 | ? | . | . | . | -15% | 0% | -17% | -7%
Cn1c2c(c(=O)n(C)c1=O)C(c1ccccc1F)C(C#N)=C(N)O2 (configuration not stated) | ? | -14% | . | 1% | 20µM* | 0% | -19% | 2%
Cn1c(CSc2nc3ccccc3s2)nnc1SCC(=O)NCCN1CCOCC1 | 4% | 11% | 1% | . | -12% | -1% | -2% | -7%
N#Cc1ccccc1S(=O)(=O)N1CCC(Oc2ccc(-n3cnnn3)cc2)CC1 | 1% | . | . | . | -8% | 0% | ? | -1%
C/C(=N\NC(=O)CC#N)c1ccc(Oc2ccccc2)cc1 | 1% | -6% | -8% | . | -12% | 1% | -16% | -4%
COc1ccc(S(=O)(=O)N2CCN=C2SCc2cccnc2)cc1 | 6% | i | -19% | . | -2% | -1% | -2% | -5%
Cc1nc(NC(=O)/C=C/c2ccccc2)sc1C(=O)Nc1ccccc1 | -7% | -14% | 3% | 5% | -5% | -1% | -13% | -12%
C#CCNC(=O)C1=C[C@@H](C2CC2)C[C@@H](OCc2ccc(CO)cc2)O1 | -1% | -3% | -2%[10 µM] | 9% | -6% | 1% | -1% | -3%
CN1C(=O)C(Cl)(Cl)C(=O)c2ccccc21 | 7.1µM* | -1% | -6%[10 µM] | -13% | 4µM* | -3% | -20% | -3%
CCOc1ccc(Br)cc1S(=O)(=O)Nc1cccc(S(=O)(=O)NC2=NCCC2)c1 | 5% | i | -33%[inhibitor] | 0% | 11% | 1% | 10% | 1%
Cc1cccc(NCN2C(=O)c3ccncc3C2=O)n1 | ? | -5% | 12%[10 µM] | -9% | -10% | -5% | -7% | 0%
CCCN1C(=O)SC(CC(=O)Nc2ccc(C)cc2)C1=O (configuration not stated) | -5% | -7% | 10%[10 µM] | 8% | -11% | -5% | -10% | 1%
NC(=S)NNC(=O)COc1ccccc1O | 0% | 2% | 0%[10 µM] | . | -5% | 1% | -1% | 6%
CCSc1nnc(NC(=O)c2nc3nc(C)cc(C)n3n2)s1 | -13% | -8% | -10% | . | -11% | -1% | -14% | 6%
Cn1nccc1NC(=O)CC(CC(=O)O)c1ccccc1 (configuration not stated) | -4% | i | -16%[10 µM] | 13% | -2% | -3% | 0% | -1%
CC1CCC(C(C)C)C(OCC(O)CNC(C)C)C1 (configuration not stated) | 4% | -4% | 7%[10 µM] | . | . | -2% | 2% | 3%

Compound profiles (already shown). Values in the order: Tau FP inhib | RECQ1 inh | HTT cytoprotect | L3MBTL1 inh | Tau ThT inhib | TexasRed fluor | Tau fluor counter | TRb SRC2 PPI
`CCOc1ccc(Br)cc1S(=O)(=O)Nc1cccc(S(=O)(=O)NC2=NCCC2)c1` across the screens: 5% | i | -33%[inhibitor] | 0% | 11% | 1% | 10% | 1%
`CCCN1C(=O)SC(CC(=O)Nc2ccc(C)cc2)C1=O` (configuration not stated) across the screens: -5% | -7% | 10%[10 µM] | 8% | -11% | -5% | -10% | 1%

These rows are one share of the data; the hit share may differ from the screen's.
